From PubChem BioAssay
MCF10A rereplic: inducers of DNA re-replication in MCF 10A breast cells; MCF 10A DNA re-replication, Hoechst nuclear intensity, 48 h; Potency, µM (doses to about 46.1 µM), for the others: at the top dose activity, positive = re-replication, most hits filed as activators; 2.9% of 350,000 active; note: % of control where 0% means no effect; nearly all actives have a fitted effect of over 50% in size
Nrf2 block: Nrf2 pathway inhibition; A549 ARE-Fluc reporter, luciferase luminescence, 18-24 h; 2.1% of 360,000 active; AID 504444; Potency, µM (top dose mostly 46 µM), for the others: at the highest dose activity change, negative = inhibition, most hits filed as inhibitors; note: % is set by controls: 0 for no effect and ±100 for the full control effect; nearly all actives have a fitted effect of over 60% in size
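A549 ARE_Fluc cells (5000/well, 5% FBS OPTI-MEM) pre-incubated 2 h, then treated with compounds 18-24 h at 37C/5% CO2 in concentration-response. CellTiter-Fluor viability read first; BugLite luciferase luminescence after 15 min at room temperature gives Nrf2 activity.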
A549 viability: A549 cytotoxicity, counter-screen for Nrf2 inhibitors | A549 ARE-Fluc cells, CellTiter-Fluor viability, 18-24 h | Potency, µM (titrated, usually from 46 µM), for the others: at the highest dose activity change, negative = cytotoxicity, hits mostly inhibitors | 0.16% of 390,000 active; note: % is set by controls: 0 for no effect and ±100 for the full control effect
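A549 ARE-Fluc cells in 5% FBS OPTI-MEM, 5000 cells/well, rested 2 h then exposed to compounds in concentration-response for 18-24 h at 37 °C. Viability by CellTiter-Fluor fluorescence (Ex 405/Em 525) after 30 min; luciferase luminescence (BugLite, 15 min, RT) read afterwards.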
TGFb SMAD3 inh: blocks TGF-b signaling | HepG2 CAGA-GFP TGF-b/SMAD3 reporter, GFP fluorescence, 18 h; TGF-beta stimulated, 500 pg/mL final | Potency, µM (doses to about 46.1 µM), for the others: top-dose activity, negative = inhibition, usual class: inhibitors | 1.2% of 410,000 active | AID 588855; note: % is set by controls: 0 for no effect and ±100 for the full control effect; nearly all actives have a fitted effect of over 65% in size
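TGF-beta reporter screen: HEPG2 CAGA-GFP, 1% FBS, 500 pg/mL TGF-beta final, 18 h; per-cell GFP summed per well; curves fitted and categorized by class.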
ATXN2 expr inh: inhibitors of ATXN2 expression; HEK-293 ATXN2-luciferase reporter, luminescence, 24 h; Potency, µM (doses to about 57 µM), for the others: top-dose activity change, negative = inhibition, usual class: inhibitors; 0.72% of 360,000 active; AID 1745845; note: % is set by controls: 0 for no effect and ±100 for the full control effect; nearly all actives have a fitted effect of over 55% in size
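qHTS (up to 57 uM final) was run with 24 h compound exposure of reporter cells at 37 °C. Each well was multiplexed: SteadyGlo luminescence measured ATXN2-luciferase expression after a fluorogenic Gly-Phe-AFC viability readout (25 uM final).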
S2 tox: reduces viability in counter-screen for ATXN expression inhibitors; 0.49% of 400,000 active; Potency, µM (series often up to 56.7 µM), hits mostly cytotoxic; S2 cells (HEK-293 line with an ATXN2-luciferase reporter) viability, CellTiter-Fluor protease fluorescence, 24 h; note: nearly all actives have a fitted effect of over 40% in size
HepG2 viability: HepG2 cytotoxicity, counter-screen for TGF-b inhibitors | AID 588856 | Potency, µM (doses to about 46.1 µM), inactives show at the top dose activity change, negative = cytotoxicity, hits mostly cytotoxic | HepG2 CAGA-GFP viability, ATP luminescence, 18 h | 0.76% of 410,000 active; note: some results filed as inactive show a strong effect at the top dose
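HepG2 CAGA-GFP cells (1000/well, DMEM with 1% FBS) received compound, then TGF-beta at 500 pg/mL final, and were incubated 18 hours at 37 degrees C. Viability was read by CellTiter-Glo luminescence. Media-only wells were set as complete cell-killing and DMSO as no toxicity.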
EPAC2 antagonist: EPAC2 (human) antagonism; Potency, µM (titrated, usually from 114 µM), without a hit: top-dose activity, negative = inhibition, most hits filed as inhibitors; AID 720708; 0.18% of 360,000 active; EPAC2 GEF exchange of Rap1B-BODIPY-GDP, fluorescence; note: % is set by controls: 0 for no effect and ±100 for the full control effect; nearly all actives have a fitted effect of over 45% in size; many of its hits are not listed in these tables
Target sequence (Q8WZA2 whole entry, looked up): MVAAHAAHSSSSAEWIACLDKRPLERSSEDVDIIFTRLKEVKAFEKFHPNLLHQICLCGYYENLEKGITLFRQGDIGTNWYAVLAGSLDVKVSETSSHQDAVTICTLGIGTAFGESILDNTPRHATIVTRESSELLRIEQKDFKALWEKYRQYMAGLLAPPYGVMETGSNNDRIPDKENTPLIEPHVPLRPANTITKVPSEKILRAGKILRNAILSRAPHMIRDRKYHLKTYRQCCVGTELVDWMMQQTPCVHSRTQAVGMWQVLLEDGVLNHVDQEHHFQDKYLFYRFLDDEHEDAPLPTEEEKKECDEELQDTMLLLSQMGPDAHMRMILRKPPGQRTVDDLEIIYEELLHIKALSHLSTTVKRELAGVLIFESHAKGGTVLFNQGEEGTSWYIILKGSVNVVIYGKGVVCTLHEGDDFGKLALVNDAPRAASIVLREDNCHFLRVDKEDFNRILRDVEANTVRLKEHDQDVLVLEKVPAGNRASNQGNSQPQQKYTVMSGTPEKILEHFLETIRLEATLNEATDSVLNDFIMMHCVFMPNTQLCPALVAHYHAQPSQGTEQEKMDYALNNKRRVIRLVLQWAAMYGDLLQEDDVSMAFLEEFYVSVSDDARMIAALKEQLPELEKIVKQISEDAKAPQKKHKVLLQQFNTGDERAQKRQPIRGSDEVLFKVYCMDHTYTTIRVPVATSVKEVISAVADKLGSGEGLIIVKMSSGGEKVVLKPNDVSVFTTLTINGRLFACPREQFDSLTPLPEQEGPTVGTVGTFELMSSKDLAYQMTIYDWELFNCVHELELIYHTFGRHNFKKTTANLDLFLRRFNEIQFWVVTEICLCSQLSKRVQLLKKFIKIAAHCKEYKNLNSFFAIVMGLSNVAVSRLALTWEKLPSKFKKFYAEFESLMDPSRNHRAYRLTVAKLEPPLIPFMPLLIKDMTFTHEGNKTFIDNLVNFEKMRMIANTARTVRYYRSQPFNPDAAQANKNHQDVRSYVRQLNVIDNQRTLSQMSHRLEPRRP
Nrf2 activator: Nrf2 pathway activation; AREc32 ARE-luciferase reporter (MCF7-derived line), luminescence, 24 h; Potency, µM (titrated, usually from 46.1 µM), for the others: at the highest dose activation, most hits filed as activators; 0.31% of 410,000 active; note: % of control where 0% means no effect; nearly all actives have a fitted effect of over 65% in size
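Reporter line AREc32 (ARE-Fluc), seeded overnight in OPTI-MEM with 5% FBS; compound pin-transferred, 24 hr at 37 deg C, 5% CO2; luminescent read-out.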
The depositor's hits bear a star; i = inactive; ? = inconclusive; nt = no result given; & = joins results of further samples; [ ] = dose if it differs, or a comment. Calls come from the whole dose curve; as a rule, active = well fitted curve in the direction sought with a large enough effect; inconclusive = small, poorly fitted or top-dose-only effect, or another doubt; inactive = no such curve, though single readings can be large; an effect the other way counts as inactive or inconclusive. Potency is the fitted concentration of half-maximal effect. Not all compounds are listed; the hit share may differ from the screen's.

SMILES | MCF10A rereplic | Nrf2 block | A549 viability | TGFb SMAD3 inh | ATXN2 expr inh | S2 tox | HepG2 viability | EPAC2 antagonist | Nrf2 activator
O=C(NCCC1=CCCCC1)C1CCC(CNc2c(N3CCCCC3)c(=O)c2=O)CC1 (configuration not stated) | 10.8% | 1.2% | -4.4% | 4.9% | -1.1% | i | 6.2% | 3.9% | 0.3%
CCn1c(SCC(=O)N2CCN(c3ccccc3)CC2)nnc1-c1cc2cc(Cl)ccc2o1 | -0.9% | -6.2% | -0.2%[1.84 µM] | -6.8% | -13.8% | i | -11.5% | 2.9% | -0.2%
CCCc1ccccc1OCCNC(C)=O | -4.7% | 11.1% | -6.0% | -18.1% | 0.7% | i | -1.4% | -0.2% | -0.6%
COc1cc(C(=O)NC(C)c2ccc(S(N)(=O)=O)cc2)ccc1OCC(=O)N1CCOCC1 (configuration not stated) | -3.6% | 14.5% | -8.1% | -2.6% | -6.0% | i | 9.8% | 13.6% | -0.3%
COc1ccc(CCC(=O)NCCS(=O)(=O)N2CCN(c3ccccc3)CC2)cc1 | -0.6% | 2.3% | 9.7% | 1.1% | -15.7% | i | -15.8% | 4.7% | -0.6%
CN1CCN(C(=S)Nc2ccc(Cl)cc2Cl)CC1 | -19.7% | nt | -0.7% | 12.9% | -1.3% | i | 7.7% | -0.1% | 2.0%
CCCCCCc1ccc(N2C[C@H](Cc3ccccc3)[C@@H](CC(=O)NCc3ccc(OC)cc3)C2=O)cc1 | -56.7% | ? | -2.2% | ? | -0.1% | i | -20.2%&-20.6% | 7.3% | 0.3%
CSc1nc(NS(=O)(=O)c2ccc(F)cc2F)nn1C | 2.5% | 8.5% | 0.0% | 11.3% | -4.3% | i | 6.8% | 9.3% | 0.1%
CCOCCN1CCN(c2c(CC)c(C)nc3cc(-c4cc(OC)cc(OC)c4)nn23)CC1 | ? | -15.5% | 0.2% | 4.4% | -4.4% | i | -10.7% | -12.2% | 6.9%
Cn1c(SCC(N)=O)nnc1-c1ccc(C(C)(C)C)cc1 | -7.4% | 11.1% | 5.9% | 2.4% | -3.7% | i | -1.2% | 3.7% | 0.2%
Cc1noc(NS(=O)(=O)c2ccc(NC(=O)c3cc(=O)c4ccccc4o3)cc2)c1C | 5.9% | 2.2% | 1.6% | 8.1% | -0.1% | i | 2.0% | -4.1% | -0.6%
O=[N+]([O-])c1ccc(N/N=C/c2ccccc2)c(F)c1 | 5.8µM* | 17.2% | -14.0% | -5.2% | 69.5%[activator] | i | -43.0% | 6.1% | 5.7%
O=C1N[C@@H](Cc2c[nH]c3ccccc23)C(=O)N[C@H]1Cc1ccccc1 | -7.5% | 17.7% | -0.7% | 2.9% | 6.9% | i | 3.7% | 10.1% | 0.3%
Cc1c(NS(=O)(=O)c2cccc(C(=O)Nc3cccc(F)c3)c2)c(=O)n(-c2ccccc2)n1C | 0.8% | -2.1% | -8.3% | 6.5% | -6.2% | i | -8.5% | -11.5% | 3.5%
O=[N+]([O-])c1ccc(Sc2ccncn2)c([N+](=O)[O-])c1 | nt | nt | nt | 11.2µM* | nt | nt | 10µM* | 8.2% | -4.4%
Cc1cccc(NC(=O)CCn2nc(C)cc2C)c1 | 1.3% | nt | -1.6% | ? | 9.6% | i | -34.5% | 14.6% | -0.4%
O=C(COc1ccc(Cl)cc1)OCC(=O)N1CCCCCC1 | -7.0% | -16.0% | -7.4% | -3.3% | -1.3% | i | 4.1% | 17.8% | -0.3%
CCSc1nc2sc3c(c2c(=O)[nH]1)CCc1ccccc1-3 | ? | 5.8% | ? | -13.5% | nt | i | -21.6% | -29.3%[57.1 µM] | 4.0%
CNc1oc(-c2ccc(C)cc2)nc1P(=O)(c1ccccc1)c1ccccc1 | 18.4µM* | ? | -10.9% | ? | -13.5% | ? | -101.7% | -13.6% | 2.7%
CC(C)OC(=O)c1c(NC(=O)c2ccco2)sc2c1CCCCC2 | 16.4µM* | 0.5% | -9.1% | 2.9% | 45.5%[activator] | i | 3.7% | -6.6% | 7.8%
Cc1cc2c(cc1NS(=O)(=O)c1ccc(NC(=O)CC(C)C)cc1)n(C)c(=O)c(=O)n2C | nt | ? | -6.9% | -30.0% | -19.5% | i | -24.2% | nt | 7.3%
Cc1ccc(S(=O)(=O)NCc2ccc3c(c2)OCO3)cc1C | -11.4% | 4.8% | 11.5% | -20.7% | nt | i | -26.4% | -6.8% | 0.3%
CCOC(=O)[C@H]1[C@H]2COc3cc(OC)ccc3[C@@H]2N2C(=O)N(c3ccc(Br)cc3)C(=O)[C@@]12C | 17.8% | -15.2% | 3.4% | -2.0% | -17.8% | i | -17.1% | 1.4% | 0.1%
CC1CCN(S(=O)(=O)c2cccc(C(=O)NC3CCCC3)c2)CC1 | ? | ? | -3.4% | -14.5% | -3.9% | ? | -5.9% | -5.2% | -0.2%
OC[C@H]1O[C@@H](c2nc(-c3ccccc3Br)no2)[C@H](O)[C@@H](O)[C@H]1O | nt | nt | nt | 1.2% | 17.8% | i | 9.2% | 2.4% | -1.0%[9.22 µM]

Arranged by SMILES length (low to high): 6 of the compounds above
SMILES | MCF10A rereplic | Nrf2 block | A549 viability | TGFb SMAD3 inh | ATXN2 expr inh | S2 tox | HepG2 viability | EPAC2 antagonist | Nrf2 activator
CCCc1ccccc1OCCNC(C)=O | -4.7% | 11.1% | -6.0% | -18.1% | 0.7% | i | -1.4% | -0.2% | -0.6%
CC1CCN(S(=O)(=O)c2cccc(C(=O)NC3CCCC3)c2)CC1 | ? | ? | -3.4% | -14.5% | -3.9% | ? | -5.9% | -5.2% | -0.2%
CNc1oc(-c2ccc(C)cc2)nc1P(=O)(c1ccccc1)c1ccccc1 | 18.4µM* | ? | -10.9% | ? | -13.5% | ? | -101.7% | -13.6% | 2.7%
O=C1N[C@@H](Cc2c[nH]c3ccccc23)C(=O)N[C@H]1Cc1ccccc1 | -7.5% | 17.7% | -0.7% | 2.9% | 6.9% | i | 3.7% | 10.1% | 0.3%
CCOCCN1CCN(c2c(CC)c(C)nc3cc(-c4cc(OC)cc(OC)c4)nn23)CC1 | ? | -15.5% | 0.2% | 4.4% | -4.4% | i | -10.7% | -12.2% | 6.9%
CCCCCCc1ccc(N2C[C@H](Cc3ccccc3)[C@@H](CC(=O)NCc3ccc(OC)cc3)C2=O)cc1 | -56.7% | ? | -2.2% | ? | -0.1% | i | -20.2%&-20.6% | 7.3% | 0.3%

Further entries
SMILES | MCF10A rereplic | Nrf2 block | A549 viability | TGFb SMAD3 inh | ATXN2 expr inh | S2 tox | HepG2 viability | EPAC2 antagonist | Nrf2 activator
Cc1cc(NC(=O)CCC(=O)N(c2ccccc2)C(C(=O)NC2CCCC2)c2cccs2)no1 (configuration not stated) | 1.6% | -3.3% | -13.4% | 2.4% | 0.6% | i | -4.4% | -0.9% | 0.2%
COc1ccc(N(CC(O)Cn2c(C)nc3ccccc32)S(=O)(=O)c2ccccc2)cc1 (configuration not stated) | -1.3% | ? | 11.9% | ? | 16.2% | i | 11.2% | 7.0% | -0.3%
COC(=O)c1cccc(CN2C(=O)C(C)Sc3ccc(C#N)cc32)c1 (configuration not stated) | nt | nt | nt | -6.0% | 1.5% | i | -2.0% | -13.9% | 2.4%
CC(=O)Oc1ccc(-c2nc3cc(Cl)ccc3c(=O)o2)cc1 | 8.1% | 4.9% | 4.0% | 7.9% | 6.0% | i | 4.3% | 18.9% | -0.3%
Cc1ccc(-c2c(C(=O)NC(C)C)oc(=O)c3ccccc23)cc1 | -1.1% | ? | 0.5% | 8.9% | -13.2% | i | -10.3% | 3.3% | 0.1%
COc1cccc(N2CC(C(=O)Nc3c(C(N)=O)oc4ccccc34)CC2=O)c1 (configuration not stated) | -0.1% | ? | -13.5% | 0.0% | 1.8% | i | -26.5% | -7.9% | 0.5%
COc1ccc(CNC(=O)c2nnn(CC(=O)Nc3cc(C)cc(C)c3)c2N)cc1 | -2.8% | ? | -7.5%&0.2% | 0.4%&-21.5% | -10.5% | ? | -11.4%&-25.2% | -0.6% | -0.3%&0.7%
CCC(C)Oc1ccc(C(=O)Nc2ccc(CN3CCOCC3)cc2)cc1 (configuration not stated) | ? | 23.1µM* | -19.7% | -21.0% | -14.2% | i | -5.2% | -20.0% | 0.2%
COc1ccc(C(=O)c2cc(C(C)=O)c(Nc3ccccc3)s2)cc1 | -6.3% | -46.5% | -18.5% | 0.0% | -29.7% | ? | -12.0% | -5.4% | 3.9%
Cc1ccc(OCC(=O)Nc2ccc3nc(SCC(=O)Nc4ccc(C)cc4C)sc3c2)cc1 | nt | ? | -26.7% | 5.9% | -2.3% | i | 0.1% | nt | 0.3%
CC(=O)c1cccc(NC(=O)CN2C(=O)C3C4C=CC(C4)C3C2=O)c1 (configuration not stated) | -1.2% | -1.7% | 0.5% | 3.6% | 4.0% | i | 0.1% | -1.9% | 0.1%
O=C(Nc1ccc(F)cc1)c1cccc(N2C(=O)C3C4C=CC(C5CC45)C3C2=O)c1 (configuration not stated) | 2.0% | 14.6µM* | -11.7% | 0.0% | -23.2% | ? | -12.4% | -8.4% | 0.2%
CCn1c(CNC(=O)c2ccccc2Cl)cc2ccccc21 | 5.6% | 18.2% | 7.4% | -6.7% | -16.6% | i | -6.8% | 2.6% | 2.2%
O=S(=O)(NCCc1ccccc1F)c1cccc(S(=O)(=O)N2CCOCC2)c1 | 4.5% | ? | -3.0% | ? | -4.6% | i | -4.4% | -0.9% | 0.4%
Cc1nc2scc(C)n2c(=O)c1S(=O)(=O)NCC1CCN(Cc2ccc(F)cc2)CC1 | 11.4% | 2.9% | -14.3% | 13.3% | -1.7% | i | -12.6% | 3.0% | -0.2%
O=C(NC(=S)Nc1ccc(N2CCOCC2)cc1)c1ccc(Cl)cc1 | 2.4% | -22.7% | -9.4% | -2.6% | -0.6% | i | 3.3% | -7.6% | 0.1%
O=C(O)c1ccc(C(=O)c2ccc3c(c2)C(=O)N(Cc2ccco2)C3=O)cc1 | -0.1% | 24.7% | 6.0% | 16.7% | -6.6% | i | -10.9% | -1.5% | -1.1%
